# D1 PAM: potentiators of human D1 dopamine receptor. HEK293 TREx D1 cells, calcium flux, dopamine EC20 potentiation. potentiation, % at 10 µM. 360,000 tested, 0.036% active; in the data active = potentiation above about 30%; note: 0% is about no effect
# Target sequence (P21728 whole entry, looked up): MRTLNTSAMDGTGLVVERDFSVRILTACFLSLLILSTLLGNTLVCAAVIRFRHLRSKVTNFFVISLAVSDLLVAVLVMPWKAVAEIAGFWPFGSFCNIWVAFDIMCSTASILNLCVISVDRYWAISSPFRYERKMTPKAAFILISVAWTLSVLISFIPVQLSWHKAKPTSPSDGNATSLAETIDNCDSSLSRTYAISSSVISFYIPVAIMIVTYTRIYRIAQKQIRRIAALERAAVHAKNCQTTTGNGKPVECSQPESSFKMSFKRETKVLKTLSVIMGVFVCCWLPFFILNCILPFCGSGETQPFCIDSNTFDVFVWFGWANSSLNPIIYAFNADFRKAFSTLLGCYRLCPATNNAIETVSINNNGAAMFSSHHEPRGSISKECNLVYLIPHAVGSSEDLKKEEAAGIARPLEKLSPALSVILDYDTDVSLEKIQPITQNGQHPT
# D2 potentiator: positively modulates the human D2 dopamine receptor allosterically; P14416; potentiation, % at 10 µM; 340,000 tested, 0.34% active; AID 485347; HEK293 T-REx D2, calcium flux, EC20 dopamine potentiation;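 active = potentiation over 3 SD above the plate norm, cut at about 30% in these data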; note: 0% is about no effect
#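 Using a no-wash calcium dye in inducible, force-coupled HEK293 Trex cells expressing D2, we tracked fluorescence each second for 180 s after compound, then for 180 s after EC20 dopamine to detect augmented signalling.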
# D1 antagonist: human D1 dopamine receptor antagonism; P21728; AID 504652; 360,000 tested, 3.2% active; HEK293 TREx D1 cells, calcium flux, dopamine EC80; stronger effect = lower value; activity change, negative = inhibition, % at 10 µM; in the data active = activity change below about -30%; note: % is set by controls: 0 for no effect and ±100 for the full control effect
#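 HEK293 T-REx cells expressing inducible, force-coupled D1 receptor; no-wash Ca dye, 30–90 min RT. Cmpd → 180 s read at 1 Hz → EC80 DA → 180 s read.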
# RXFP1 agonist: RXFP1 (human) receptor agonism; Q9HBX9; HEK293T-RXFP1 cAMP TR-FRET, 30 min; response scale: percent of porcine relaxin response, buffer zero; Potency, µM (series often up to 57.5 µM), without a hit: at the top dose activation, hits mostly activators; 370,000 tested, 0.3% active; AID 2676; note: potency is the fitted concentration of half-maximal effect; % is set by controls: 0 for no effect and ±100 for the full control effect; nearly all actives have a fitted effect of over 60% in size; many of its hits are not listed in these tables
#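 HEK293T cells stably expressing RXFP1 were pretreated with the PDE4 inhibitor Ro 20174, exposed to compounds for 30 min at 37C, lysed, and cAMP was read by TR-FRET. Data normalized to buffer (basal) and 29 nM porcine relaxin (100%).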
# Vif-A3F inh: blocks the Vif interaction with APOBEC3F; HeLa A3F-eYFP + Vif (tagged APOBEC3F with the HIV-1 protein that degrades it), YFP fluorescence increase; Potency, µM (titrated, usually from 46.1 µM), without a hit: top-dose activity, negative = active; 390,000 tested, 0.2% active; AID 602313; note: potency is the fitted concentration of half-maximal effect; % of control where 0% means no effect; nearly all actives have a fitted effect of over 65% in size
#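 HeLa cells stably expressing Vif plus C-terminally eYFP-tagged A3F were seeded, incubated overnight at 37 deg C, dosed with compound, incubated overnight again at 37 deg C. Yellow fluorescence (Ex 488/Em 500-530) reported blocked Vif-mediated A3F-eYFP degradation.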
# Vif-APOBEC3G blk: Vif-A3G binding inhibition; Q9HC16; HeLa A3G-eYFP + Vif (tagged APOBEC3G with the HIV-1 protein that degrades it), YFP fluorescence, overnight; Potency, µM (doses to about 46.1 µM), without a hit: at the highest dose activity, negative = active, actives largely listed as inhibitors; 410,000 tested, 0.076% active;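 note: potency is the fitted concentration of half-maximal effect; % is set by controls: 0 for no effect and ±100 for the full control effect; nearly all actives have a fitted effect of over 60% in size; hits raise eYFP signal because A3G escapes Vif-driven loss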
# Target sequence (Q9HC16 whole entry, looked up): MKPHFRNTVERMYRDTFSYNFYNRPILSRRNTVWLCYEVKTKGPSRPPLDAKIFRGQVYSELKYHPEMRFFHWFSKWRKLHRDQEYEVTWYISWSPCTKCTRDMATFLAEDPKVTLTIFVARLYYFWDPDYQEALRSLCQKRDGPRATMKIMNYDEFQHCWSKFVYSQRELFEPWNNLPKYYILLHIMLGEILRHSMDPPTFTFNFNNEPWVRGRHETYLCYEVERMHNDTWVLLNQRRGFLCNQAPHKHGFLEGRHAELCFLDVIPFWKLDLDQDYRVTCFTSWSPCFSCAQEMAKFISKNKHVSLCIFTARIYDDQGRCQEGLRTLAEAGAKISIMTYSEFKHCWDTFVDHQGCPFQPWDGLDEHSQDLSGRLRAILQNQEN
#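 Read-out is eYFP fluorescence (Ex 488/Em 500-530) from Vif-expressing HeLa A3G-eYFP cells; more signal means A3G escaped Vif-mediated degradation. Cells plated overnight, compound pinned in, incubated overnight at 37 deg C.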
# RXFP1 antagonist: blocks the human relaxin receptor RXFP1. HEK293-RXFP1, relaxin-stimulated cAMP HTRF, 30 min; stronger effect = lower value. 350,000 tested, 0.59% active. Q9HBX9. activity change, negative = inhibition, % at 57.5 µM;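 active = activity change of -60% or lower, but not beyond a set lower limit; inconclusive = change between -60% and -40%, or beyond the set limit; inactive = change above -40%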; note: % is set by controls: 0 for no effect and ±100 for the full control effect
# Glioma ERSR ind: inducers of ER stress response in human glioma cells; 420,000 tested, 0.02% active; AID 602332; U87-MG GRP78 promoter luciferase reporter, 16 h; Potency, µM, inactives show at the top dose activation, most hits filed as activators; note: potency is the fitted concentration of half-maximal effect; series mostly up to about 76 µM; % of control where 0% means no effect; nearly all actives have a fitted effect of over 35% in size
#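 ERSR induction read as luciferase luminescence (Bright-Glo, 10 min at room temperature) in stably transfected human U87-MG glioma cells exposed to compounds for 16 h, using GRP78 as sensor.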
# D1 agonist: human D1 receptor agonism | activation, % at 2 µM | 360,000 tested, 1% active | P21728 | AID 504660 | HEK293 T-REx D1 cells, calcium flux, agonist mode; in the data active = activation above about 30%; note: 0% is about no effect
#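 Inducible HEK293 T-REx D1 cells, force-coupled to calcium signalling, were plated at 4000 cells/well with tetracycline and held overnight at 30 C. After no-wash calcium dye loading, compound-evoked calcium rise over 180 s flagged agonists.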
# An asterisk follows results filed as active; ? = inconclusive; nt = not tested or not shown; & = joins results of further samples; ! = repeats disagree. Unless noted, calls come from the whole dose curve; as a rule, active = well fitted curve in the direction sought with a large enough effect; inconclusive = small, poorly fitted or top-dose-only effect, or another doubt; inactive = no such curve, though single readings can be large; an effect the other way counts as inactive or inconclusive. A portion of the library, so the mix of outcomes need not match the whole.
SMILES,D1 PAM,D2 potentiator,D1 antagonist,RXFP1 agonist,Vif-A3F inh,Vif-APOBEC3G blk,RXFP1 antagonist,Glioma ERSR ind,D1 agonist
CC1CCC(C(=O)NC(C(=O)OCC(=O)c2ccccc2)C(C)C)CC1 (configuration not stated),-4,-9,-19,-1.9%,5%,0%,nt,-1%,8
COc1cc(C(=O)NC2CCN(CC(=O)Nc3cccc(C)c3C)CC2)cc(OC)c1OC,11,-1,0,1.5%,2%,-11%,-1,-2%,3
COCCCn1c(SCc2cccc(Cl)c2)nc2c(sc3ccccc32)c1=O,0,-2,11,?,-5%,4%,nt,-1%,7
COC(=O)c1sc(NC(=O)c2c(F)cccc2F)c(C#N)c1C,-5,9,-13,1.5%,5%,3%,1,-4%,3
O=C(Cn1cnc2c(oc3ccccc32)c1=O)Nc1ccc(F)cc1F,-2,-11,-14,-0.3%,3%,3%,1,6%,8
CCOc1ccc(NC(=S)N(CCN2CCOCC2)Cc2cc3cc4c(cc3[nH]c2=O)OCCO4)cc1,-2,-10,2,2.4%,-22%,0%,-7,2%,2
Nc1nc2ccc(S(=O)(=O)N3CCCCC3)cc2s1,5,9,26,1.0%,3%,1%,nt,-2%,7
COc1ccc(OC)c(NC(=O)CSc2nc(=O)n(CCN(C)C)c3c2CCC3)c1,0,-8,nt,1.7%,-11%,7%,-8,0%,-1
Cn1c(=O)c2c(ncn2CC(=O)OCC(=O)NCc2ccc(F)cc2)n(C)c1=O,nt,nt,nt,nt,-2%,-1%,7,-1%,nt
CCOC(=O)c1c(/N=C/c2ccc(C)cc2O)sc2c1CCN(C)C2,-12,-22,-27,-0.1%,-1%,-1%,-9,-2%,1
Cc1cc(NC(=O)c2cc(-c3ccncc3)nc3ccccc23)ccc1Br,nt,nt,nt,nt,10%,-20%,-5,-5%,nt
Cn1c(=O)c2c(SCC(=O)Nc3ccc4c(c3)OCCO4)nc(CC(C)(C)C)nc2n(C)c1=O,4,6,-11,3.0%,-1%,-1%,-5,-5%,-2
CCn1nc(C(=O)NNC(=O)c2ccc(OC(F)F)cc2)c2ccccc2c1=O,nt,nt,nt,nt,-3%,-3%,0,-3%,nt
Brc1ccc2c(c1)NC(c1cccnc1)=NC(c1ccccc1)=N2,36*,-5,-6,2.1%,-6%,?,-4,0%,0
CCOC(=O)C1CCCN(CCC(=O)Nc2cccc(C)c2)C1 (configuration not stated),-7&0,-14&-1,-38*!,0.1%&1.6%,2%&3%,-2%&5%,-23&-6,-6%&0%,5&-2
CCOC(=O)N1CCN(C(=O)Cc2ccsc2)CC1,-2,3,1,0.4%,6%,-5%,-11,-5%,1
CCOc1ccc(N2C(=O)CC(N3CCN(c4ccccc4OC)CC3)C2=O)cc1 (configuration not stated),-2,-10,9,-0.8%,-5%,-3%,1,1%,2
Cc1ccc(S(=O)(=O)N2CCN(C(=O)C3CCCC3)CC2)cc1C,-3,-5,-9,-3.3%,12%,-4%,1,-7%,0
CCOc1ccc(CCNC(=O)COC(=O)c2cc(OC)c(OC)cc2[N+](=O)[O-])cc1OCC,0,-23,-8,0.1%,1%,-3%,1,-7%,0
CN(C)S(=O)(=O)c1ccc(N2CCCC2)c(C(=O)N2CCN(S(=O)(=O)c3ccccc3F)CC2)c1,-4,-6,8,0.0%,-1%,0%,4,-1%,1
CC(=O)c1ccc(OCC(O)CN2C(C)(C)CC(O)CC2(C)C)cc1 (configuration not stated),nt,-7,2,0.1%,4%,3%,-2,-4%,2
Cc1ccc(-n2c(=O)c3c(c4cc(C)ccc4n3C)n(CC(=O)Nc3c(C)cccc3C)c2=O)cc1,-2,11,-30,-0.1%,-11%,2%,nt,-1%,1
O=C(c1ccco1)N1CCN(S(=O)(=O)c2cccc3nsnc23)CC1,1,2,21,-1.9%,-1%,1%,8,-2%,-1
CCn1c(SCC(=O)Nc2ccc(C(C)=O)cc2)nc2ccccc21,-1,2,-3,1.1%,1%,-3%,-4,-1%,1
Cc1cccc(CN2C(=O)c3ccccc3Sc3ccc(C(=O)NCCCN4CCOCC4)cc32)c1,-2&-1,4&0,2&4,1.6%&-2.9%,1%&2%,0%&-3%,?,-6%&-2%,2&3

# Ordered by value in D1 antagonist (smallest number first): three of the compounds above.
structure | D1 PAM | D2 potentiator | D1 antagonist | Vif-APOBEC3G blk | RXFP1 antagonist | Glioma ERSR ind | D1 agonist
CCOC(=O)c1c(/N=C/c2ccc(C)cc2O)sc2c1CCN(C)C2 | -12 | -22 | -27 | -1% | -9 | -2% | 1
CCn1c(SCC(=O)Nc2ccc(C(C)=O)cc2)nc2ccccc21 | -1 | 2 | -3 | -3% | -4 | -1% | 1
COc1cc(C(=O)NC2CCN(CC(=O)Nc3cccc(C)c3C)CC2)cc(OC)c1OC | 11 | -1 | 0 | -11% | -1 | -2% | 3

# Grouped by structure, the entries above with a halogen (eight)
SMILES,D1 PAM,D2 potentiator,D1 antagonist,RXFP1 agonist,Vif-A3F inh,Vif-APOBEC3G blk,RXFP1 antagonist,Glioma ERSR ind,D1 agonist
COCCCn1c(SCc2cccc(Cl)c2)nc2c(sc3ccccc32)c1=O,0,-2,11,?,-5%,4%,nt,-1%,7
COC(=O)c1sc(NC(=O)c2c(F)cccc2F)c(C#N)c1C,-5,9,-13,1.5%,5%,3%,1,-4%,3
O=C(Cn1cnc2c(oc3ccccc32)c1=O)Nc1ccc(F)cc1F,-2,-11,-14,-0.3%,3%,3%,1,6%,8
Cn1c(=O)c2c(ncn2CC(=O)OCC(=O)NCc2ccc(F)cc2)n(C)c1=O,nt,nt,nt,nt,-2%,-1%,7,-1%,nt
Cc1cc(NC(=O)c2cc(-c3ccncc3)nc3ccccc23)ccc1Br,nt,nt,nt,nt,10%,-20%,-5,-5%,nt
CCn1nc(C(=O)NNC(=O)c2ccc(OC(F)F)cc2)c2ccccc2c1=O,nt,nt,nt,nt,-3%,-3%,0,-3%,nt
Brc1ccc2c(c1)NC(c1cccnc1)=NC(c1ccccc1)=N2,36*,-5,-6,2.1%,-6%,?,-4,0%,0
CN(C)S(=O)(=O)c1ccc(N2CCCC2)c(C(=O)N2CCN(S(=O)(=O)c3ccccc3F)CC2)c1,-4,-6,8,0.0%,-1%,0%,4,-1%,1

# Further records follow.
SMILES,D1 PAM,D2 potentiator,D1 antagonist,RXFP1 agonist,Vif-A3F inh,Vif-APOBEC3G blk,RXFP1 antagonist,Glioma ERSR ind,D1 agonist
O=C(COC(=O)c1ccc(Cl)nc1)Nc1ccccc1OC(F)F,3,5,15,1.1%,-11%,3%,-9,-9%,-4
CC1CC(C)CN(C(=O)Nc2ccccc2F)C1 (configuration not stated),11,9,2,-1.2%,-17%,3%,7,2%,4
O=C1CN(C(=O)COC(=O)CCS(=O)(=O)c2ccccc2Cl)c2ccccc2N1,nt,nt,nt,nt,5%,-5%,-5,?,nt
Cc1ccc(Cl)cc1NCN1C(=O)c2ccccc2C1=O,nt,nt,nt,nt,-8%,4%,-7,-3%,nt
CC(C)n1c(CCC(=O)O)ccc1-c1ccccc1,nt,nt,9,0.2%,1%,0%,nt,0%,2
O=C(O)c1ccc(/C=N/NC(=O)c2ccc(NS(=O)(=O)c3cccs3)cc2)cc1,4,8,-12,-1.5%,9%,5%,7,-3%,3
CC(C)(C)OC(=O)N1CCC(c2c(C(=O)N3CCc4ccccc4C3)cnn2-c2ccc(F)cc2)CC1,-4,4,4,-2.7%,3%,4%,0,-1%,0
O=C(O)c1ccc(-n2ncc3c2/C(=C\c2cccc([N+](=O)[O-])c2)CC3)cc1,nt,nt,nt,nt,-10%,-16%,-1,-2%,nt
COc1ccccc1OCC(=O)NNC(=O)c1ccc(F)c(S(=O)(=O)N2CCOCC2)c1,nt,nt,nt,nt,-16%,-1%,-5,0%,nt
CCOc1ccc(Oc2cc(C)nc(SC)n2)nn1,-1,nt,11,-0.8%,5%,-4%,4,-11%,18
COc1ccc(/C=C/C(=O)N2CCN(c3ccccn3)CC2)c2ccccc12,-1,13,-17,0.0%,1%,-5%,0,-1%,0
Cc1ccc(C)n1-c1ccncc1,14,0,-11,0.1%,nt,-2%,-12,-8%,1
COC(=O)c1cccc(NC(=O)CCNC(=O)c2ccco2)c1,nt,-3,4,0.5%,-15%,0%,7,-5%,3
O=C(NCCC1CCCCN1S(=O)(=O)c1ccc(F)cc1)C(=O)NCc1ccncc1 (configuration not stated),-8,-1,-3,0.5%,-27%,-3%,1,-2%,1
O=c1[nH]c(C2CCCN(S(=O)(=O)c3ccccc3)C2)nc2c1nnn2Cc1ccccc1F (configuration not stated),-2,1,-6,0.2%,-5%,-2%,-9,-3%,1
CC(C)C(NC(=O)c1cccs1)C(=O)NC1=NCCS1 (configuration not stated),-1,10,-10,2.0%,-24%,1%,4,0%,3
CC(C)CCN(C)C1CCN(S(=O)(=O)c2ccc(F)cc2)CC1,-6,0,2,1.3%,-3%,6%,nt,-1%,-2
N#CC(C#N)=NNc1ccc([N+](=O)[O-])cc1,-4,-12,4,1.1%,7%,1%,-29,-1%,14
CCNC(=S)NNC(=O)Nc1ccccc1,-1,0,0,-0.2%,-2%,0%,-9,0%,2
CC1(C)Cc2noc(N)c2C(C)(C)N1O,2,-6,-6,0.2%,4%,-1%,2,0%,0
COCc1cc(=O)n2[nH]cc(-c3ccsc3)c2n1,-2,-8,-15,3.5%,-33%,0%,-8,-5%,1
Cc1ccc(SCc2nc(-c3ccc(C(=O)NCC(C)c4ccccc4)cc3)oc2C)cc1 (configuration not stated),4,1,-5,-1.8%,1%,3%,nt,-3%,30*
C/C(=N/NC(=O)CNC(=O)C(c1ccccc1)c1ccccc1)c1ccco1,-2,-4,-2,-2.5%,-2%,1%,-1,-5%,5
